Screening results from PubChem.
TRPC6 activator: activators of mouse TRPC6 channel | Q61143 | HEK293-TRPC6 membrane potential dye fluorescence; active compounds read high | B-score at 10 µM | 310,000 tested, 0.13% active | AID 2550;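 active = B-score of the integrated fluorescence ratio above library mean plus 3 SD, and starting fluorescence ratio within library mean plus 5 SD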;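 note: higher score means more depolarization so channel activation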
PolyA inhibitor: yeast polyadenylation inhibition | S. cerevisiae SKY197-pL101 polyadenylation reporter, beta-gal luminescence; efflux-impaired pdr1/pdr3 knockout yeast; score 100 = 6 SD above DMSO | 300,000 tested, 0.02% active | calls only at 12 µM;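 active = lowest replicate activity score at least 50, where 100 means six control SD above control mean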;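 note: yeast exposed to compound for 9 h at 30 °C; higher score means more reporter readthrough which indicates perturbed polyadenylation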
TRPC4 potent: allosteric potentiators of mouse TRPC4 channel. 310,000 tested, 0.42% active. Q9QUQ5. HEK293 TRPC4beta/mu-opioid, DAMGO EC20, Fluo-4 Ca2+ flux; active compounds read high. B-score at 10 µM. AID 2227;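 active = B-score of calcium response area above 5 SD of library B-scores, with initial fluorescence ratio within 5 SD of library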;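 note: B-score of integrated fluorescence ratio over time as area under calcium response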
TRPC4 act: TRPC4 (mouse) channel activation | Q9QUQ5 | HEK293 TRPC4beta/mu-opioid, Fluo4 calcium fluorescence; active compounds read high | B-score at 10 µM | 310,000 tested, 0.49% active | AID 2237;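 active = B-score above 5 SD of library B-scores, and initial fluorescence ratio not above library mean plus 5 SD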;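 note: positive B-score marks a calcium rise read as TRPC4 activation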
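Assay system – TRPC4beta and mu-opioid receptor HEK293 stable cells · Measured by – Fluo4 fluorescence, kinetic · Schedule – dye loading 45 min room temperature, 110 s kinetic read · Read-out – B-scored integrated calcium fluorescence ratio · Controls – buffer and maximal DAMGO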
TRPC4 inh: TRPC4 (mouse) channel inhibition | HEK293 TRPC4beta/mu-opioid, DAMGO-evoked Fluo4 calcium flux; active compounds read low | B-score at 10 µM | 300,000 tested, 0.39% active;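 active = B-score over 3 SD under the library average, no early fluorescence shift, positive overall ratio signal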
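Test system – stable TRPC4beta/mu-opioid receptor HEK293 cells · Probe or stimulus – DAMGO, a submaximal dose followed by a maximal one · Dosing – one concentration per compound · Signal – Fluo4 calcium fluorescence by kinetic imaging, 5 s 1 Hz baseline · Evaluation – per-well B score of integrated baseline-normalized Fluo4 ratio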
MrgX1 PAM: human MrgX1 positive allosteric modulation, primary screen; MrgX1-HEK293, Fluo-4 calcium flux, FDSS; active compounds read high; Q96LB2; AID 588675; 310,000 tested, 0.63% active; B-score at 10 µM;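 active = plate-corrected calcium response at least 3 library SD above typical, normal starting fluorescence, not activating the receptor alone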;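 note: compound read alongside a low EC10 to EC30 dose of BAM8-22 agonist; peak minus trough fluorescence over baseline measured at the second addition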
Target sequence (Q96LB2 whole entry, looked up): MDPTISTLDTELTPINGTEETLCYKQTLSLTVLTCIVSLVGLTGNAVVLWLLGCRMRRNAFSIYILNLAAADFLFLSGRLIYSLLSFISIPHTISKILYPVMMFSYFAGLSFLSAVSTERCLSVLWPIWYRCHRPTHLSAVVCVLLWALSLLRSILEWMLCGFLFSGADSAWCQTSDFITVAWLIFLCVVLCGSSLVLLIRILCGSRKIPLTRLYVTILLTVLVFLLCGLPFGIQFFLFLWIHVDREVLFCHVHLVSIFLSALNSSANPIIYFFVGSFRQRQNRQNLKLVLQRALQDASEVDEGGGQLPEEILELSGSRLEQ
TRPC6 inhibitor: blocks the mouse TRPC6 cation channel; 310,000 tested, 1.1% active; AID 2553; Q61143; B-score at 10 µM; HEK293-TRPC6, membrane potential dye, ACh-evoked depolarization; active compounds read low;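 active = B-score under library mean minus 3 SD, initial fluorescence not abnormally high, positive integrated signal ratio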;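 note: B-score derived from integrated fluorescence ratio over the kinetic read; more negative B-score means stronger inhibition of depolarization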
AI-2 QS mod: modulates the Vibrio harveyi AI-2 quorum sensing system; AID 2094; 300,000 tested, 0.4% active; activity change, % at 7.5 µM; Vibrio harveyi JMH597 AI-2 luminescence/OD600 ratio, 9 h; active compounds read low; strain lacks LuxN and CqsS sensors; 0 = neutral-control median; in the data active = activity change below about -75%, passing the limit was not always enough;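 note: luminescence divided by OD600 gain over 9 h not by final OD600 alone; inactives centre near 13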
MrgX1 antagonist: blocks BAM8-22 activation of human MrgX1 receptor. Q96LB2. 310,000 tested, 1.3% active. MRGX1-HEK293 calcium flux, Fluo-4, BAM8-22 antagonism; active compounds read low. B-score at 10 µM. AID 588676;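 active = calcium-response B-score plate-corrected more than 3 library SD below zero, starting fluorescence within 5 deviations, no agonist response on first addition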;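 note: peak minus trough fluorescence over baseline after final BAM8-22 challenge near maximal dose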
MrgX1 ag: agonists of human MrgX1 receptor. MrgX1-HEK293 cells, Fluo-4 calcium fluorescence, agonist mode; active compounds read high. B-score at 10 µM. 310,000 tested, 0.44% active. AID 588627;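 active = calcium response B-score plate-corrected fluorescence ratio at least 3 library SD, with starting fluorescence B-score inside 5 SD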
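Material: HEK293 cells stably expressing human MrgX1 receptor | Quantity: 15,000 cells per well | Times: Cells plated overnight, dye loaded 0.5 h 37 °C, 0.5 h room temperature | Measured by: Kinetic Fluo-4 NW fluorescence of intracellular calcium | Control set: Positive and negative controls per plate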
HIF act: HIF pathway transcriptional activation. U2OS HRE-luciferase reporter, luminescence; normalized: DMSO 0%, desferrioxamine 100%. 300,000 tested, 0.32% active. activation, % at 7.5 µM (by protocol). AID 1910;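 active = mean activation of at least 10% of the iron chelator positive control signal, with at least half of replicates also reaching 10%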
The depositor's hits bear a star; i = inactive; / = no result given. Some of the compounds tested. The share of hits here may be higher or lower than overall.

SMILES	TRPC6 activator	PolyA inhibitor	TRPC4 potent	TRPC4 act	TRPC4 inh	MrgX1 PAM	TRPC6 inhibitor	AI-2 QS mod	MrgX1 antagonist	MrgX1 ag	HIF act
O=C(COc1ccc2c(c1)oc(=O)c1ccccc12)NC(Cc1ccc(Cl)cc1)C(=O)O (stereo not given)	i	i	i	i	i	i	i	21	i	i	0.1
CCCc1[nH]nc2c1C(c1ccc(O)c(OC)c1)C(C#N)=C(N)O2 (stereo not given)	i	i	i	i	i	i	i	6	i	i	-0.4
COC(=O)CCC(NS(=O)(=O)OCC(Cl)(Cl)Cl)c1ccccc1 (stereo not given)	i	i	i	i	i	i	i	25	i	i	-0.3
COC(=O)c1ccccc1OCCOCCOc1cccc2cccnc12	i	i	i	i	i	i	i	6	i	i	-0.2
CCn1c2ccccc2c2nnc(SCC(=O)Nc3c(C)n(C)n(-c4ccccc4)c3=O)nc21	i	i	i	i	i	i	i	12	i	i	-0.6
COc1ccccc1NC(=S)NCc1ccco1	i	i	i	i	i	i	i	28	i	i	-0.2
CC1Cc2ccccc2N1C(=O)COC(=O)c1ccccc1NCCO (stereo not given)	i	i	i	i	i	i	i	26	i	i	0.4
COC(=O)Nc1ccc(C)c(NC(=O)OC)c1	i	i	i	i	i	i	i	12	i	i	/
COc1ccc(CNC(=O)CCC2N=C3c4ccccc4N=C(SCC(=O)NCC4CCCO4)N3C2=O)cc1 (stereo not given)	i	i	i	i	i	i	i	0	i	i	-0.2
Cc1ccc(-c2csc3ncnc(SCC(=O)O)c23)cc1	i	i	i	i	i	i	i	31	i	i	-0.3
CC1=C(C#N)C(c2ccc(O)cc2)C2=C(CCCC2=O)N1 (stereo not given)	i	i	i	i	i	i	i	24	i	i	0.0
Clc1ccc(OCCOCCOc2cccc3cccnc23)c(Br)c1	i	i	i	i	i	i	i	33	i	i	-0.3
CCc1ccc(NC(=O)Cn2nnc(C(=O)NCc3ccc(OC)cc3)c2N)cc1	i	i	i	i	i	i	i	6	i	i	0.4
COc1ccc(N2CCN(S(=O)(=O)c3ccc4c(c3)OCCO4)CC2)cc1	i	i	i	i	i	i	i	10	i	i	-0.3
CCN(CC(=O)NCc1ccc(Cl)cc1)C(=O)CCOc1ccccc1C	i	i	i	i	i	i	i	27	i	i	-0.1
COC(=O)C1C(=O)C2=C(CC1C)NC(C)=C(C(=O)OCc1ccc(OC)cc1)C2c1ccc(C)o1 (stereo not given)	i	i	i	i	i	i	i	-5	i	i	-0.6
CCOC(=O)C1CCN(c2cc(=O)n(Cc3ccc(F)cc3)c(=O)[nH]2)CC1	i	i	i	i	i	i	i	29	i	i	0.0
CN(C)S(=O)(=O)c1cccc(NC(=O)CN2C(=O)NC3(CCc4ccccc4C3)C2=O)c1 (stereo not given)	i	i	i	i	i	i	i	25	i	i	-0.1
CC(=O)NNc1nc(-c2ccc(NC(C)=O)cc2)cs1	i	/	i	i	i	i	i	18	i	i	0.2
CS(=O)(=O)c1cccc(S(=O)(=O)N2CCCCCC2)c1	i	i	i	i	i	i	i	17	i	i	0.3

Reformatted bar-delimited: three of the compounds above
SMILES | TRPC6 activator | PolyA inhibitor | TRPC4 potent | TRPC4 act | TRPC4 inh | MrgX1 PAM | TRPC6 inhibitor | AI-2 QS mod | MrgX1 antagonist | MrgX1 ag | HIF act
CCc1ccc(NC(=O)Cn2nnc(C(=O)NCc3ccc(OC)cc3)c2N)cc1 | i | i | i | i | i | i | i | 6 | i | i | 0.4
COc1ccc(N2CCN(S(=O)(=O)c3ccc4c(c3)OCCO4)CC2)cc1 | i | i | i | i | i | i | i | 10 | i | i | -0.3
CCN(CC(=O)NCc1ccc(Cl)cc1)C(=O)CCOc1ccccc1C | i | i | i | i | i | i | i | 27 | i | i | -0.1

Continued:
SMILES	TRPC6 activator	PolyA inhibitor	TRPC4 potent	TRPC4 act	TRPC4 inh	MrgX1 PAM	TRPC6 inhibitor	AI-2 QS mod	MrgX1 antagonist	MrgX1 ag	HIF act
Clc1ccc(C2[C@H]3CN(Cc4cccnc4)[C@H](c4ccccc4)C34CC2(c2ccccc2)C4)cn1 (stereo not given in full)	i	i	i	i	i	i	i	14	i	i	-0.5
CCCCS(=O)(=O)N1C2=NC(C(=O)OC)=C(C(=O)OC)[C@@H]3N(C)c4ccc(OC)cc4[C@]23C[C@H]1C(=O)OC	i	i	i	i	i	i	i	10	i	i	-2.6
COC(=O)CSc1nc(N)c(C#N)c(CC(C)C)c1C#N	i	i	i	i	i	i	i	9	i	i	0.1
CCc1ccc(NC(=O)CC2C(=O)N(c3ccc(OC)cc3)C(=O)N2CCOC)cc1 (stereo not given)	i	i	i	i	i	i	i	10	i	i	-2.0
CC(C)=CC(=O)OCc1csc(CC(=O)Nc2ccccc2C)n1	i	i	i	i	i	i	i	31	i	i	-0.8
O=C(Cc1csc(N2CCOCC2)n1)N/N=C/c1ccc(Cl)cc1Cl	i	i	i	i	i	i	i	19	i	i	-0.2
Cc1cc(Br)ccc1OCC(=O)NNC(=O)c1ccc(NC(=O)C2CC2)cc1	i	i	i	i	i	i	i	16	i	i	-0.1
CC(=O)c1cccc(NC(=O)NNC(=O)CCC(=O)Nc2ccc(C)c(C)c2)c1	i	i	i	i	i	i	i	6	i	i	-13
Cc1oc2c(c(=O)c1C)C(=O)CC(c1ccccc1)C2 (stereo not given)	i	i	i	i	i	i	i	-3	i	i	-0.4
O=C(CCS(=O)(=O)c1ccc(Br)cc1)Nc1ccccn1	i	i	i	i	i	i	i	6	i	i	1.4
COC(Cn1c2c(c3cc(C)ccc31)CCCC2NCc1ccccc1)OC (stereo not given)	i	i	i	i	i	/	i	24	/	/	-0.2
O=C(NCC(c1ccco1)N1CCCC1)c1ccccc1F (stereo not given)	i	i	i	i	i	i	i	9	i	i	1.2
COc1ccc(Cl)cc1-c1nc(N)nc(N(C)C)n1	i	i	i	i	i	i	i	8	i	i	0.3
CCc1ccc(OC)c(S(=O)(=O)Nc2ccc(Cc3ccncc3)cc2)c1	i	i	i	i	i	i	i	1	i	i	-0.2
Cc1ccc(S(=O)(=O)NN2C(=O)c3ccccc3NC2c2ccccn2)cc1 (stereo not given)	i	i	i	i	i	i	i	24	i	i	-0.2
Cc1ccc(-c2cc3c(n2-c2ccc(C(=O)O)cc2)CCCC3=O)cc1	i	i	i	i	i	i	i	26	i	i	0.2
Cc1c(N2C(=O)c3ccc4c5c(ccc(c35)C2=O)CC4)c(=O)n(-c2ccccc2)n1C	i	i	i	i	i	i	i	11	i	i	-0.5
O=C(OCCN1CCCCC1)c1ccccc1Cl	i	i	i	i	i	i	i	0	i	i	0.0
COc1ccc(C)c(NC(=O)C2CC(=O)NC3=C2C(=O)CCC3)c1 (stereo not given)	i	i	i	i	i	i	i	29	i	i	-1.2
CCc1ccccc1N(CC(=O)Nc1cccc(N(C)S(C)(=O)=O)c1)S(C)(=O)=O	i	i	i	i	i	i	i	4	i	i	-0.3
COc1ccc(C(=O)CSc2n[nH]c(=O)[nH]c2=O)cc1	i	i	i	i	i	i	i	17	i	i	-0.2
CC(=O)NCCC(=O)N(C)CC1CCN(CCc2cccc(C(F)(F)F)c2)CC1	i	i	i	i	i	i	i	1	i	i	0.5
O=C(Nc1ccccc1C(=O)N1CCCCC1)NC1CCCCC1	i	/	i	i	i	i	i	/	i	i	-0.4
Fc1ccc(NC(=S)NC2CC3CCCC(C2)N3Cc2cccs2)cc1 (stereo not given)	i	i	i	i	i	i	i	15	i	i	0.1
CC1CCCC(C)N1C(=O)CSc1nnc(COc2ccc(F)cc2)o1 (stereo not given)	i	i	i	i	i	i	i	5	i	i	-0.3
COc1ccc(C(=O)Cn2nnc(-c3ccccc3-n3cnnn3)n2)cc1	i	i	i	i	i	i	i	31	i	i	/
Cc1ccccc1OCc1nc(-c2cccnc2)no1	i	i	i	i	i	i	i	-48	i	i	3.2
CC1CCCCC1NC(=O)CN1C(=O)c2ccccc2S1(=O)=O (stereo not given)	i	i	i	i	i	i	i	20	i	i	-0.5
COc1ccccc1C(=O)N/C(=C\c1ccccc1)C(=O)NCc1ccco1	i	i	i	i	i	i	i	5	i	i	0.3
O=C(CNc1ccc(F)cc1)N/N=C/C1CC=CCC1 (stereo not given)	i	i	i	i	i	i	i	18	i	i	-0.1
CCn1cc(C(=O)O)c(=O)c2cc(F)c(N3CCN(C(=S)Nc4ccccc4OC)CC3)cc21	i	i	i	i	i	i	i	27	i	i	0.0
O=C(N/C=N/O)C1=NOC(CNc2ncc(C(F)(F)F)cc2Cl)C1 (stereo not given)	i	i	i	i	i	i	i	9	i	i	0.1
Cc1ccc(CN(CC2CCCO2)C(=O)CN2C(=O)C(C(C)C)Oc3ccccc32)o1 (stereo not given)	i	i	i	i	i	i	i	-2	i	i	0.2
O=C(N/N=C/C=C/c1ccco1)/C(=C/c1ccccc1)NC(=O)c1ccccc1	i	i	i	i	i	i	i	21	i	i	-0.1
Cc1nnc(NC(=O)CSc2nc(CC(C)C)nc3c2c(=O)n(C)c(=O)n3C)s1	i	i	i	i	i	i	i	24	i	i	-0.2
Cc1c(Cc2ccccc2)sc(NC(=O)C(C)(C)C)c1C(N)=O	i	i	i	i	i	i	i	-6	i	i	-1.2
CCOC(=O)c1nn(-c2ccc(C)cc2)c(=O)cc1OCC(=O)Nc1cccc(OC)c1	i	i	i	i	i	i	i	23	i	i	-0.2
O=c1[nH]c2ccccc2cc1-c1nnn(-c2ccc(F)cc2)n1	i	i	i	i	i	i	i	13	i	i	0.8
Cc1cccc(-c2noc(CN(C)C(=O)COc3ccccc3)n2)c1	i	i	i	i	i	i	i	40	i	i	1.8
CN(C)c1ccc(-c2cc([C@H]3[C@@H]4C=CCC[C@@]4(C)C(=O)N3Cc3ccccc3)ccc2F)cc1	i	i	i	i	i	i	i	-1	i	i	-0.4
CSCCC(NC(=O)c1ccccc1Cl)C(=O)N1CCN(C(c2ccccc2)c2ccccc2)CC1 (stereo not given)	i	i	i	i	i	i	i	13	i	i	-0.5
